S3 lipid droplet: qHTS Assay for Lipid Storage Modulators in Drosophila S3 Cells; Drosophila S3 cells, BODIPY lipid droplet fluorescence, 18-24 h; cells fed with added oleic acid; Potency in µM for hits, for the others lipid storage change, negative = inhibition, % at the top dose, mostly 46.1 µM; hit rate 0.64% among 320,000; AID 2685, 2010; active = well fitted inhibition curve with a large enough effect in the signal ratio, with a control signal flat, not every such curve was filed as active; inconclusive = small, poorly fitted or top-dose-only effect, or effect the other way, or a change in a side signal; the % refers to the signal ratio
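Laser-scanning cytometry quantifies lipid droplet accumulation (500–530 nm total intensity; droplet/cell object ratio) in oleic acid-fed (400 uM added) Drosophila S3 cells treated with a concentration series. 20 uM Triacsin C defined 100% inhibition.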
S3 lipid droplet cell count max: further read-out of S3 lipid droplet, marked with its call; cell number change, %; measured here: cell count max response;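 cells counted by Cell Tracker Red CMTPX staining in the red channel; peak over a dose series mostly up to 46.1 µM; percent activity relative to internal control wells on each plate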
The depositor's hits bear a star; i = inactive; ? = inconclusive; . = no result given; [ ] = another dose, or the depositor's remark. % is scaled to controls: 0 for no effect and ±100 for the full control effect; potency is read from the fitted curve at half-maximal effect. A portion of the library; the hit share may differ from the screen's.

Every second line gives: S3 lipid droplet	S3 lipid droplet cell count max
Cc1cccc(CCNS(=O)(=O)c2ccc(S(=O)(=O)NC3CCCC3)cc2)c1
→ ?	.
COc1cc2[nH]c3c(OC)ncnc3c2cc1OC
→ -28%	.
Cn1ncc(C#N)c1/N=C/N1CCCC1
→ ?	.
O=C(N/N=C/C(Br)=C/c1ccccc1)C1CC1
→ ?	.
CC(C)CCNC(=O)COC(=O)c1ccc(Br)o1
→ ?	.
CC1CC(C)CN(C(=O)C(NS(=O)(=O)c2ccc3c(c2)oc(=O)n3C)C(C)C)C1 (stereo not given)
→ 1%[9.22 µM]	18
Cc1nc(SCC(=O)NCc2ccc3c(c2)OCO3)c(C#N)c2c1CCCC2
→ ?	.
c1cc(C2CCCCC2)ccc1Oc1nc(N2CCOCC2)nc(N2CCOCC2)n1
→ -4%	21
Cc1nc2ccc(NS(=O)(=O)c3ccc(F)c(C)c3)cc2[nH]1
→ ?	.
O=c1c(Cl)c(N2CCN(c3ccccc3)CC2)cnn1C12CC3CC(CC(C3)C1)C2
→ ?	.
Cc1cccc(C(=O)NC2CCN(S(=O)(=O)c3ccccc3)CC2)c1
→ -15%	-4
CC(=O)Nc1ccc(S(=O)(=O)N(C)CC(=O)OCC(=O)NC(C)C23CC4CC(CC(C4)C2)C3)cc1 (stereo not given)
→ -12%	-6
O=C(c1ccccc1)c1ccc(C(=O)N2CCN(c3ccccc3)CC2)cc1
→ i	-10
O=C(CN1c2cccc3cccc(c23)S1(=O)=O)Nc1ccc(S(=O)(=O)N2CCOCC2)cc1
→ 17%	-14
COCCCNC(=S)N/N=C/c1cccc(OC)c1O
→ ?	.
COC(=O)c1ccccc1NS(=O)(=O)c1ccc(Cl)nc1
→ ?	.
N#Cc1c(-c2ccccc2)cc(-c2ccccc2)nc1SCC(=O)NCC(=O)O
→ 7%	9
COc1ccc2ccccc2c1/C=N/NC(=O)c1cccc([N+](=O)[O-])c1
→ 12%	1
CCOC(=O)[C@@H]1[C@H]2COc3ccc(Br)cc3[C@H]2N2C(=O)N(c3ccc(C)cc3)C(=O)[C@]12C
→ -18%	.
CCCN(CCC)CC(O)COc1ccc([N+](=O)[O-])cc1 (stereo not given)
→ ?	.
COc1cc(C2Nc3cccc4cccc(c34)N2)cc(OC)c1OC(C)=O
→ ?	.
C/C=C(\C)C(=O)Nc1cccc(C2=NOC3(C2)C[C@H](C(N)=O)N(C(=O)c2cc([N+](=O)[O-])cc([N+](=O)[O-])c2)C3)c1 (stereo not given in full)
→ 5%	21
Cc1cccn2c(=O)c3cc(C(=O)NCCN4CCOCC4)c(=N)n(CCCN4CCOCC4)c3nc12
→ -12%	25
N#CCOc1nc(N2CCCCC2)nc(N2CCCCC2)n1
→ ?	.
COc1ccc(OC)c(-n2c(SCC(=O)Nc3cccc(S(N)(=O)=O)c3)nc3ccccc3c2=O)c1
→ 3%	8
COc1ccc(CC(=O)Nc2ccc(-c3ccc4nnc(C)n4n3)cc2)cc1OC
→ -1%[9.22 µM]	19
COP(=O)(OC)C(Nc1ccc(C)cc1)c1ccc([N+](=O)[O-])cc1 (stereo not given)
→ ?	.
CCN(CC)CCNCc1ccc(OCc2ccc(Cl)nc2)c(OC)c1
→ 7%	-24
CC(C)(C)c1ccc(O)c(N)c1
→ ?	.
CC(C)(CCl)C(=O)Nc1ccnc(-c2ccncc2)n1
→ -17%	5

Sorted by the number under S3 lipid droplet (ascending): some entries from above
Every second line gives: S3 lipid droplet	S3 lipid droplet cell count max
Cc1cccc(C(=O)NC2CCN(S(=O)(=O)c3ccccc3)CC2)c1
→ -15%	-4
CC(=O)Nc1ccc(S(=O)(=O)N(C)CC(=O)OCC(=O)NC(C)C23CC4CC(CC(C4)C2)C3)cc1 (stereo not given)
→ -12%	-6
c1cc(C2CCCCC2)ccc1Oc1nc(N2CCOCC2)nc(N2CCOCC2)n1
→ -4%	21
C/C=C(\C)C(=O)Nc1cccc(C2=NOC3(C2)C[C@H](C(N)=O)N(C(=O)c2cc([N+](=O)[O-])cc([N+](=O)[O-])c2)C3)c1 (stereo not given in full)
→ 5%	21
N#Cc1c(-c2ccccc2)cc(-c2ccccc2)nc1SCC(=O)NCC(=O)O
→ 7%	9

(next part)
Every second line gives: S3 lipid droplet	S3 lipid droplet cell count max
CCOC(=O)c1c(OCCO)nn(-c2ccccc2)c1N
→ ?	.
CC1(C)C(=O)NC(=O)N1Cc1ccccc1
→ 16%	3
O=C(c1ccc(Cl)c(S(=O)(=O)N2CCCC2)c1)N1CCCC(C(F)(F)F)C1 (stereo not given)
→ -5%	25
CC(C)(C)C(=O)N1CCC(O)(CS(=O)(=O)Cc2ccccc2Cl)CC1
→ ?	.
Cc1c(C=O)c(Cl)n(C)c(=O)c1C#N
→ ?	.
O=C1CCCN1CCC1CCN(C2CC(=O)N(c3ccc(Cl)cc3)C2=O)CC1 (stereo not given)
→ ?	.
CN1CCN(NC(=O)C2CC2)CC1
→ -5%	10
CN(c1ccccc1)c1nc(N)c([N+](=O)[O-])c(N2CCCC2)n1
→ ?	.
Cc1cc(C)n(C(=O)Cn2nc([N+](=O)[O-])c(Br)c2C)n1
→ ?	.
COc1ccc(Nc2ncnc3sc(-c4ccccc4)cc23)cc1
→ -11%	-22
CC(=O)c1cccc(NC(=O)CCNC(=O)c2cccc(C)c2)c1
→ ?	.
CCOC(=O)c1c(C)[nH]c(C)c1C(=O)CSc1nnc(-c2cc(OC)c(OC)c(OC)c2)o1
→ ?	.
Cc1ccccc1CC(=O)Nc1ccc(S(=O)(=O)N2CCOCC2)cc1
→ ?	.
CC(CNC(=O)CN1C(=O)C(=O)N(C2CCCC2)C1=O)c1ccccc1 (stereo not given)
→ ?	.
COc1cc2c(cc1OC)CN(C(=O)CN1C(=O)NC3(CCC(C)CC3)C1=O)CC2 (stereo not given)
→ ?	.
CCCCCCCCCC(=O)N1CCN(c2cc3c(cc2F)c(=O)c(C(=O)O)cn3CC)CC1
→ ?	.
COc1cc(OC)cc(C(=O)NCC(=O)OCC(=O)Nc2cc(S(C)(=O)=O)ccc2Cl)c1
→ -3%	5
COc1cccc(NC(=O)c2ccc(C(=O)c3ccccc3)o2)c1
→ ?	.
CC1CC(C)CN(C(=O)CCNC(=O)Cn2ccc3ccccc3c2=O)C1 (stereo not given)
→ ?	.
CN(C)/C=N/c1sc2c(c1C#N)CC(C)(C)NC2(C)C
→ -9%	-17
COc1ccc(/C=C/C(=O)c2ccc(NS(=O)(=O)c3ccc(C)cc3)cc2)cc1O
→ ?	.
O=C(COC(=O)C1CCCC1)Nc1ncc(Cl)cc1Cl
→ 18%	.
Cc1cc(C)nc(SCc2cc(=O)c(OC(=O)c3cc([N+](=O)[O-])ccc3Cl)co2)n1
→ 1%	-9
CC(C)(C)n1nnnc1C(c1ccncc1)N1CCN(c2ccc(O)cc2)CC1 (stereo not given)
→ ?	.
Cc1ccc(S(=O)(=O)Nc2ccc(O)c3ccccc23)c(C)c1
→ -18%	-1
Cc1ccccc1OCC(=O)Nc1ccccc1N1CCOCC1
→ 7%	3
CC(C)C(C(=O)Nc1ccc(N2CCOCC2)cc1)N1C(=O)c2ccccc2C1=O (stereo not given)
→ 1%	-3
CN(CCC1CCOCC1)Cc1nc(Cc2ccccc2F)no1
→ 10%	2
Cn1ccc(O)c(C#N)c1=O
→ -8%	1
Cc1ccc2cc(C(c3nnnn3CC3CCCO3)N3CCc4ccccc4C3)c(=O)[nH]c2c1 (stereo not given)
→ ?	.
CNC[C@H](CC1CCCCC1)NC[C@H](CO)NCCc1cccc(C(F)(F)F)c1
→ ?	.
CN(C)c1nc2c(c(=O)[nH]c(=O)n2C)n1Cc1ccc(F)cc1
→ i	.
O=C(Nc1ccc(Cl)cc1)N(Cc1nnc2n1CCCCC2)c1ccccc1
→ 6%	0
COc1cc(OC)cc(C(=O)N2CCN(C(=O)c3cccs3)CC2)c1
→ ?	.
CC(C)Oc1ccc(C(=O)Nc2ccc(C(F)(F)F)n(C)c2=O)cc1
→ 9%	2
COc1cccc(Cn2cnc3c(sc4nc(C)cc(C)c43)c2=O)c1
→ i	24
COc1ccc(-c2noc(C3CCCN(C(=O)c4ccccc4OC)C3)n2)cc1OC (stereo not given)
→ ?	.
O=C(NCc1ccc2c(c1)OCO2)c1cccc(N2CCCC2=O)c1
→ ?	.
CCOC(=O)C1=NNC(C(=O)c2ccc(C)cc2)C1c1ccc(OC)cc1 (stereo not given)
→ ?	.
COc1ccc(C2CC3(CC(C)(C)NC(SC)=N3)Oc3cc(O)cc(C)c32)cc1 (stereo not given)
→ 23µM*	26*
CCN(CCNC(=O)Cn1cc2c(n1)CCCC2)c1ccccc1
→ i	.
C=CCn1c(SCc2ccc(C(=O)NCCO)cc2)nc2sc(C)c(C)c2c1=O
→ 3%	23
O=C(/C=C/c1ccccc1)N1CCC[C@H]1CO
→ 6%	7
O=C(/C=C/c1ccc(Cl)cc1)NC(=S)Nc1ccc(NC(=O)c2ccco2)cc1
→ -25%	-1
Cn1cc(S(=O)(=O)Oc2ccccc2)c(=O)n(C)c1=O
→ ?	.

An excerpt from above in order of count of non-hydrogen atoms, falling.
Every second line gives: S3 lipid droplet	S3 lipid droplet cell count max
O=C(NCc1ccc2c(c1)OCO2)c1cccc(N2CCCC2=O)c1
→ ?	.
CCN(CCNC(=O)Cn1cc2c(n1)CCCC2)c1ccccc1
→ i	.
Cn1cc(S(=O)(=O)Oc2ccccc2)c(=O)n(C)c1=O
→ ?	.

Later entries.
Every second line gives: S3 lipid droplet	S3 lipid droplet cell count max
COCc1nnc(NC(=O)c2ccc(S(=O)(=O)N3CCCCCC3)cc2)o1
→ 3%	4
O=C1NC(=O)C(CC(=O)N(Cc2cccs2)C2(C(=O)NC3CCCCC3)CCCCC2)N1 (stereo not given)
→ 9%	16
O=C(CN1C(=O)NC(Cc2ccccc2)C1=O)NC(=O)NC1CCCCC1 (stereo not given)
→ ?	.
Cc1nn(CC(=O)NC(C)CCc2ccccc2)c(=O)c2nn(-c3ccccc3)c(C)c12 (stereo not given)
→ -11%	-14
CC(=O)Nc1ccc(C(=O)CN2C(=O)NC3(CCOc4ccccc43)C2=O)c(F)c1 (stereo not given)
→ ?	.
O=C(O)c1cc(N/N=C/c2c[nH]c3ccccc23)ccc1Cl
→ i	19
CCOC(=O)C1=C(C)Nc2nc3ccccc3n2C1c1ccncc1 (stereo not given)
→ i	25
Cc1c(S(=O)(=O)N2CCOCC2)c(=O)n(C)c(=O)n1C
→ -2%	-1
N/C(=N\OC(=O)c1cccc(Br)c1)c1ccc(Br)cc1
→ 2%	15
CCCn1nc2cc(C(=O)N(CC)c3ccc(OC)cc3)ccc2c1OCC
→ -10%	-12
O=C(c1cccs1)N1CCN(c2nc3c(F)cc(F)cc3s2)CC1
→ ?	.
C/C(=N/OC(=O)c1ccc(F)cc1)c1ccc(C)cc1
→ -1%	-7
COc1cc(NC(=S)NCCC(c2ccccc2)c2ccccc2)cc(OC)c1
→ ?	.
CN(C)CCCNC(=S)N(CCN(C)C)Cc1cc2cc3c(cc2[nH]c1=O)OCCO3
→ i	14
COc1ccccc1Nc1c2c(nc3ccc(N)cc13)CCCC2
→ 28%	.
CCn1cc(/C=N/NC(=O)c2ccc3c(c2)OCO3)cn1
→ 10%	-20
CC1CC(C)CN(C(=O)CNS(=O)(=O)c2cccs2)C1 (stereo not given)
→ -8%	19
CCCCN(CCCNc1ncnc2nc[nH]c12)c1ccccc1
→ 8%	-19
O=C(NC(CC(=O)N1CCN(c2ccc([N+](=O)[O-])cc2)CC1)c1ccccc1)c1ccccc1Cl (stereo not given)
→ ?	.
Nc1c(C(=O)N/N=C/c2cccnc2)oc2nc(-c3ccco3)cc(-c3ccco3)c12
→ ?	.
Cc1ccc(-c2csc3nc[nH]c(=O)c23)c(C)c1
→ 13%	6
COc1cnc(-c2ccccn2)nc1Oc1ccc(Cl)c2ccccc12
→ -7%	3
CCn1c2ccccc2c2cc(NC(=O)c3ccc(C)c([N+](=O)[O-])c3)ccc21
→ ?	.
CC1=CC(C)(C)[N+](C)(C)c2ccccc21
→ -11%	1
COc1ccc(C(=O)NCC(=O)OCC(=O)NC(=O)NC2CCCCC2)cc1OC
→ ?	.
O=C(CS(=O)(=O)c1ccc(Br)cc1)N1CCOCC1
→ 7%	11
O=C(/C=C/c1c(Cl)cccc1Cl)n1cccn1
→ ?	.
COC(=O)c1ccn(-c2nc(-c3ccco3)cc(C(F)(F)F)n2)n1
→ ?	.
COc1ncnc2c1oc1ccccc12
→ 5%	6
C#CCOCCOCCOCCNc1nc(N2CCN(C(=O)CCCCCCCCCCNC(=O)[C@@H](CCSC)n3cc(CCO)nn3)CC2)nc(N2CCN(C(=O)CCCCCCCCCCNC(=O)[C@H](CCC(=O)O)n3cc(CCCCCN)nn3)CC2)n1
→ ?	.
COc1ccc(OCCCn2cccc2/C=C2/C(=N)N3OC(C)=CC3=NC2=O)cc1
→ 0%	.
CCOC(=O)c1ccc(NCCc2ccc(OC)c(OC)c2)c(N)c1
→ 10%	21
Cc1nc2ccccc2c2oc(C(=O)N3CCN(C(=O)c4ccco4)CC3)cc12
→ ?	.
O=c1[nH]c2ccc(NC(=S)NC3CCCCC3)cc2[nH]1
→ ?	.
COCCCNC(=O)/C(C#N)=C/c1c(N2CCCCCC2)nc2ccccn2c1=O
→ ?	.
C/C(CCc1ccccc1)=N\NC(=O)C1C2CCCCC21 (stereo not given)
→ 2%	.
NC(=O)C1CCN(C(=O)NC(=O)c2ccccc2)CC1
→ ?	.
COc1ccccc1NC(=O)c1ccc(-n2ccnc2)c([N+](=O)[O-])c1
→ 10%	13
Cc1ccc(C)c(S(=O)(=O)NCc2ccc(C(=O)NCc3ccccn3)cc2)c1
→ i	18
NS(=O)(=O)c1ccc(NC2=CC(c3ccc(F)cc3)N(c3ccc(S(N)(=O)=O)cc3)C2=O)cc1 (stereo not given)
→ ?	.
CCNC(=O)Cn1cnc2c1c(=O)n(C)c(=O)n2C
→ ?	.
